Compound activity (PubChem BioAssay)
PREPL inhibitor: inhibits the human prolyl oligopeptidase-like enzyme; recombinant PREPL, fluorescence polarization activity-based probe; inhibition, % at 5.96 µM; 320,000 tested, 0.68% active; in the data active means inhibition above about 43%;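 further: 0% = enzyme with DMSO and 100% = wells lacking enzyme; many of its hits are not listed in these tables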
core dimer inh: HCV core protein dimerization inhibition; inhibition, % at 5 µM; AID 1899; 300,000 tested, 0.33% active; TR-FRET GST/Flag-core106 dimerization, 1536-well;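 active means inhibition above the mean of all tested compounds plus 3 SD, set per screening campaign, cut at about 45% in these data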
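System: GST/Flag-tagged HCV core106 proteins. Incubation: compound-protein-antibody incubation 4 h at 22.5 °C. Technique: HTRF with 340 nm excitation, 617/671 nm emission. Medium: KF-containing HEPES buffer, pH 7.45, DTT, CHAPS, BSA. Read-out: inhibition (%) from 671 over 617 nm ratio. Also added: Eu(K)-anti-GST 90 ng/mL plus XL665-anti-Flag 1 µg/mL.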
EBNA-1 inhibitor: blocks EBNA-1 binding to DNA; AID 1950; 300,000 tested, 0.34% active; EBNA-1 DNA binding, fluorescence polarization; inhibition, % at 14.8 µM; in the data active means inhibition above about 28%
PP1 counter: counter-screen for PP5 inhibitors: inhibitors of human PP1-alpha; P62136; purified PP1alpha, OMFP fluorescence; inhibition, % at 6.7 µM; 320,000 tested, 0.9% active; AID 2235;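 active means inhibition above the mean inhibition of all tested compounds plus 3 SD, computed separately for each screening campaign, cut at about 15% in these data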
Target sequence (P62136 whole entry, looked up): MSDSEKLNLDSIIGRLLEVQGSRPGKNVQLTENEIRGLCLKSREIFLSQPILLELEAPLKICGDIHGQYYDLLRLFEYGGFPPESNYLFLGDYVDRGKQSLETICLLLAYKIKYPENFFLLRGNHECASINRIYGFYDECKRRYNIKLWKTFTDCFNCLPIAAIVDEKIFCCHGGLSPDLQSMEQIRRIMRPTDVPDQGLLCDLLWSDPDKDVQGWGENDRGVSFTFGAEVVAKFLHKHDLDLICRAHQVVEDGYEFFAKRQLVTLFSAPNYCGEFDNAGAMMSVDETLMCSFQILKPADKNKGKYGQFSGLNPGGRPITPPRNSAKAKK
TPT1 inhibitor: blocks Candida albicans tRNA 2'-phosphotransferase; recombinant caTPT1, FP RNA substrate dephosphorylation; inhibition, % at 5 µM; 300,000 tested, 0.81% active;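 active means inhibition above the mean of all tested compounds plus 3 SD, set per screening campaign, cut at about 24% in these data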;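 further: plate controls were DMSO alone for no effect and ferristatin control at 100 nM for full effect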
CTSL1 counter: blocks F. hepatica cathepsin L1 in PFM18AAP counter-screen. 300,000 tested, 0.49% active. recombinant F. hepatica cathepsin L1, Z-Leu-Arg-MCA fluorescence. inhibition, % at 5.96 µM;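 active means inhibition above the mean of all tested compounds plus 3 SD, set per screening campaign, cut at about 17% in these data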;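 further: 0% = plate median of test compound wells and 100% = 1 µM Z-Phe-Ala-diazomethylketone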
PP5 primary: blocks human protein phosphatase 5 activity. P53041. purified PP5c, OMFP substrate fluorescence. 320,000 tested, 0.18% active. inhibition, % at 6.7 µM;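 active means inhibition above the campaign's mean inhibition across all tested compounds plus 3 SD, cut at about 9.5% in these data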;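 further: 0% = DMSO only and 100% = 100 µM cantharidin control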
Target sequence (P53041 whole entry, looked up): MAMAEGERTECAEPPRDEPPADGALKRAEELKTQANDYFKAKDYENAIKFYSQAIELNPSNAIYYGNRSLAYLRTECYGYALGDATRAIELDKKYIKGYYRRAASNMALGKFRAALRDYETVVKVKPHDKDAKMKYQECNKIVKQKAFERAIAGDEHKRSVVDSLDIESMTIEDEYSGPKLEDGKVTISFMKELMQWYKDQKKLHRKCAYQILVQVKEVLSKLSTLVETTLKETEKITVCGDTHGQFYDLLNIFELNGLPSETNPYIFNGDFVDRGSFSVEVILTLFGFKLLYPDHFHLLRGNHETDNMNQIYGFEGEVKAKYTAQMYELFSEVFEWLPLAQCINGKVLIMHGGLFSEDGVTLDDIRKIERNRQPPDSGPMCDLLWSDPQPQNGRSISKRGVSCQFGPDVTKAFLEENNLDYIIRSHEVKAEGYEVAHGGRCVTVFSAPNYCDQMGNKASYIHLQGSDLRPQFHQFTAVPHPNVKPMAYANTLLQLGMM
ZTA counter: ZTA (EBV) inhibition in EBNA-1 counter-screen; ZTA-DNA binding, fluorescence polarization; inhibition, % at 11 µM; 320,000 tested, 0.15% active; AID 2234; in the data active means inhibition above about 33%
Target sequence (P03206 whole entry, looked up): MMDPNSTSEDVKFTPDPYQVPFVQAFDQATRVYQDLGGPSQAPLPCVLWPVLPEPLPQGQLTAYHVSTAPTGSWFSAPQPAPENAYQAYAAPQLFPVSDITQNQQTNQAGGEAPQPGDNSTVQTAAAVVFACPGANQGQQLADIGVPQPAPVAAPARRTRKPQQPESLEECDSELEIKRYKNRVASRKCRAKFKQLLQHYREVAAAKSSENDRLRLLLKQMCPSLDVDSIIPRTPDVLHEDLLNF
Efflux pump mplx: inhibitors of Candida antifungal efflux pumps expressed in yeast | inhibition, % at 10 µM | 330,000 tested, 0.44% active | S. cerevisiae Candida pump triplex, Nile Red efflux;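 active means plate passing quality check with inhibition over a set limit, or well fluorescence over plate mean plus 4 SD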;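 further: Nile Red retained in pooled yeast measured as flow cytometry median fluorescence; 0% = buffer negative control and 100% = Enniatin B positive control; higher means more Nile Red kept so more efflux inhibition; some compounds called inactive have numbers as strong as hits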
Numbers without * were called inactive; · = no result given. Not all compounds are listed; the hit share may differ from the screen's.

SMILES	PREPL inhibitor	core dimer inh	EBNA-1 inhibitor	PP1 counter	TPT1 inhibitor	CTSL1 counter	PP5 primary	ZTA counter	Efflux pump mplx
CN(C)C(=O)NC(Nc1cccc([N+](=O)[O-])c1)C(Cl)(Cl)Cl (centres undefined)	6	3	0	0	0	9	-0.6	-2	0.1
Fc1ccc(CNC(=S)Nc2ccccc2Cl)cc1	0	-6	-2	-1	0	-1	2.2	-3	-0.2
CCOC(=O)C1(Cc2ccc(OC)cc2)CCN(C(=O)c2csc(C)n2)CC1	-6	0	-5	-2	0	6	0.1	-1	0.0
CCc1nnc(NC(=O)CSc2nnc(C)n2-c2ccc(C)cc2)s1	11	-9	13	-2	-5	-3	0.3	-4	0.0
COc1cc2c(cc1OC)C(COc1ccc(C(C)C)cc1)NCC2 (centres undefined)	4	-2	-19	0	-1	-3	0.4	-1	0.1
O=C(CNC1CCCCC1)Nc1cccc([N+](=O)[O-])c1	4	-1	-4	-3	-2	1	-3.3	-6	0.2
CC(C(=O)N(C)Cc1ccccc1)N1CCN(C/C=C/c2ccccc2)CC1 (centres undefined)	17	1	-14	11	-4	-2	3.5	8	0.1
Cc1nccn1CCOc1ccc(Cl)cc1	-7	-5	-13	5	-4	-2	1.7	-2	-0.1
O=C(C(Cl)c1ccccc1)N1CCCC1 (centres undefined)	-2	-4	4	-2	1	-5	1.9	11	0.1
COc1ccc(NC(=O)c2ccc(-n3cccn3)nc2)c(OC)c1	11	1	0	-1	2	0	1.8	4	0.1
COc1ccccc1N1CCN(C(=O)COc2ccc(Cl)cc2Br)CC1	18	3	1	-1	-4	7	2.4	-3	0.3
CCOC(=O)N1CCN(S(=O)(=O)c2ccc(-n3cnnn3)cc2)CC1	-1	-11	-2	0	-4	-1	-0.1	7	0.1
Cc1cc(C)nc(N2C(=O)CC(Cc3ccc(Cl)cc3)C2=O)n1 (centres undefined)	7	2	10	-3	0	-3	1.1	-3	-0.1
Cc1ccccc1Nc1nnc(-c2ccc(C(=O)NCCO)cc2)c2ccccc12	3	1	-3	1	0	-6	2.6	-9	1.0*
NNc1nc2ccccc2c(=O)n1Cc1ccccc1	6	-8	-17	-2	-5	-2	2.3	-14	0.2
CCC(C(=O)Nc1cccc(C(F)(F)F)c1)c1ccccc1 (centres undefined)	13	-17	10	7	-1	3	8.3	-14	-0.1
CCC(=O)N1CCc2cc(Br)cc(S(=O)(=O)NCC3CCCO3)c21 (centres undefined)	5	1	-11	0	-1	-1	1.3	-13	0.1
O=C1C(=O)N(CCN2CCOCC2)C(c2ccccc2F)/C1=C(\O)c1ccc(S(=O)(=O)N2CCOCC2)cc1 (centres undefined)	1	2	1	-4	2	5	0.5	0	-0.1
CC(C)Cn1c(N)c(C(=O)CSc2nc3ncc(Cl)cc3[nH]2)c(=O)n(C)c1=O	-4	3	11	4	1	0	-3.5	3	-0.4
CCOC(=O)N1CCN(CC(=O)c2ccc3c(c2)CCN3)CC1	15	-4	-12	-9	0	1	3.9	-13	0.2
CCc1ccc(C(=O)NC(=S)Nc2ccc(N3CCOCC3)cc2)cc1	9	-2	1	0	-5	3	6.7	-23	0.3
COc1ccc(-c2nnc(N3CCCCC3)c3ccccc23)cc1	-3	-4	1	-2	2	6	2.0	9	0.1
COc1ccc(OC)c(CNC(=O)C2CCC(=O)N2C(C)C)c1 (centres undefined)	-2	3	5	-3	2	-2	-3.5	21	-0.2
Cc1ccc(C)c2c(SC(C)C(=O)NCc3ccco3)nc(-c3ccccc3)nc12 (centres undefined)	6	6	3	7	-3	-1	-0.1	5	0.1
O=C1N=C(N2CCCCC2)S/C1=C/C1=Cc2ccccc2OC1	9	0	-2	4	4	7	1.6	-3	-0.2
COc1cc(C(=O)NNC(=O)c2ccc(NC(=O)C(C)(C)C)cc2)cc(OC)c1OC	-2	-1	10	0	-2	-5	0.2	-5	0.0
Cc1cccc(NC(=O)c2ccc3c(Cl)c4c(nc3c2)CCCC4)n1	-3	10	-4	2	-4	-2	1.2	-8	0.1
Cc1cccn2c(=O)c3cc(C(=O)NCCN4CCOCC4)c(=N)n(CCCN4CCOCC4)c3nc12	17	-11	-6	2	-3	6	0.3	-14	0.2
Cc1cc(-n2c(SCC(=O)Nc3ccc(F)c(F)c3)nc3n[nH]c(C)c3c2=N)ccc1Cl	-11	8	-5	13	-2	1	-1.8	-3	0.1
Cc1ccc(NC(=O)C(=O)NCc2ccc(/C=N/NC(=O)c3c(C)nc4cc(C)ccn34)o2)cc1	-16	0	-4	3	2	4	0.1	-22	-0.5
CCOc1ccccc1C(=O)NCCCCCC(=O)O	9	-3	3	2	-3	6	1.4	11	0.1
Cc1cccc(C)c1NC(=O)N1CCC(n2c(=O)[nH]c3ccccc32)CC1	-5	12	-1	-3	4	0	3.2	10	0.0
CCOC(=O)CNC(=S)N(Cc1ccc(C)cc1)Cc1ccc(C)o1	-13	0	-4	0	1	2	2.2	15	0.1
CC(=O)CN1C(=O)NC2(CCCc3ccccc32)C1=O (centres undefined)	-1	8	-2	0	-4	0	-0.2	6	0.0
Cc1ccc(OCCC(=O)Nc2ccc(F)c(F)c2)cc1	-14	-2	9	6	-1	-1	2.1	-12	-0.2
CCOC(=O)Cc1cnc(NC(=O)NC(C(=O)OCC)(c2ccccc2)C(F)(F)F)s1 (centres undefined)	-11	-2	10	0	-1	-3	1.3	11	-0.1
CN(CC(=O)Nc1cccc(F)c1)C(=O)Cn1c(=O)cnc2ccccc21	-1	-6	3	0	0	-1	0.6	-6	-0.2
N#CCCN(C(=O)COC(=O)c1cc(=O)c2ccccc2o1)c1ccccc1	7	·	·	2	·	·	-0.5	0	-0.3
O=C(CCC(=O)c1ccc(F)cc1)NCc1ccccc1C(F)(F)F	12	-15	1	-4	-1	1	2.6	-24	0.0
CCOC(=O)C1=C(C)Nc2nnnn2C1c1cccnc1 (centres undefined)	0	-4	11	-1	-11	3	0.5	7	0.0
O=C(Cc1ccccc1)N/N=C/c1cccs1	-7	-6	7	-2	-12	2	0.6	9	0.0
Cc1cc(C)c(Cn2c3ccccc3c3cnn(CC(=O)NCCN4CCOCC4)c(=O)c32)c(C)c1	-7	9	9	-1	-3	3	0.4	17	0.1
Cc1cc(C)c(S(=O)(=O)N2CCCOC2CNC(=O)C(=O)NCc2cccnc2)c(C)c1 (centres undefined)	-3	-2	4	0	-1	-3	1.0	9	0.0
COc1ccc(CNC(=O)N2CCN(c3ccccc3)CC2)cc1	-2	-2	8	2	-2	-2	1.7	5	-0.1
O=C(Nc1cccnc1)c1ccc(COc2ccccc2Br)o1	-19	4	2	0	2	3	2.3	-5	0.4

Looked up above.
Result of `COc1ccc(CNC(=O)N2CCN(c3ccccc3)CC2)cc1` under EBNA-1 inhibitor: 8
Result of `Cc1cc(C)c(S(=O)(=O)N2CCCOC2CNC(=O)C(=O)NCc2cccnc2)c(C)c1` (centres undefined) under ZTA counter: 9
Result of `CCOC(=O)C1=C(C)Nc2nnnn2C1c1cccnc1` (centres undefined) under EBNA-1 inhibitor: 11

Back to the main list, starting two compounds before the break.
SMILES	PREPL inhibitor	core dimer inh	EBNA-1 inhibitor	PP1 counter	TPT1 inhibitor	CTSL1 counter	PP5 primary	ZTA counter	Efflux pump mplx
COc1ccc(CNC(=O)N2CCN(c3ccccc3)CC2)cc1	-2	-2	8	2	-2	-2	1.7	5	-0.1
O=C(Nc1cccnc1)c1ccc(COc2ccccc2Br)o1	-19	4	2	0	2	3	2.3	-5	0.4
CN(C)/N=C/c1ccc(P(c2ccc(/C=N/N(C)C)o2)c2ccc(/C=N/N(C)C)o2)o1	9	-5	-7	-1	-6	0	1.5	-3	-0.1
O=C(O)COc1ccccc1-c1nc(-c2ccccc2)c(-c2ccccc2)[nH]1	-6	0	-3	0	0	-1	5.2	2	0.2
O=C(Nc1ncc(Cc2ccccc2Cl)s1)C1=NCCN1	3	8	11	-4	3	4	1.0	10	0.0
Cc1ccc(N2CC(C(=O)Nc3cc(C)on3)CC2=O)cc1 (centres undefined)	4	0	7	-3	-3	6	0.2	-2	-0.2
CCN(C(=O)Cn1cnc2c1c(=O)n(C)c(=O)n2C)C1CCS(=O)(=O)C1 (centres undefined)	13	·	·	-4	·	·	-1.8	-3	-0.1
Cc1cc(N2CCN(c3nc(-c4ccc([N+](=O)[O-])cc4)cs3)CC2)c2ccccc2n1	27	14	12	7	2	-4	-0.7	16	0.0
CC(C)c1ccc(CN(C(=O)c2ccco2)C2CCS(=O)(=O)C2)cc1 (centres undefined)	1	-1	-2	-3	-1	3	1.4	-2	-0.1
COC(=O)c1ccc(Oc2nc(NC(C)C)nc(NC(C)C)n2)cc1	-4	1	9	-1	-2	0	2.6	2	0.1
CC1(c2nnc(-c3ccccc3)o2)CC(c2ccc([N+](=O)[O-])cc2)=NO1 (centres undefined)	-25	-1	10	2	-1	-3	1.1	-6	0.0
Cc1nn(-c2ccccc2)c(C)c1CN	-3	-1	7	-4	-1	1	0.1	14	0.0
COc1ccc(Cc2n[nH]c(=S)n2C)cc1Br	-1	1	-3	-3	-1	3	2.4	-13	-0.1
COc1cccc(OC)c1C(=O)NC(C)CCc1ccccc1 (centres undefined)	3	3	-3	2	-1	1	0.3	-9	-0.1
O=C(CSc1ncccc1C(=O)O)Nc1ccc2c(c1)OCCO2	2	0	7	-3	-6	-1	0.6	-5	0.2
NNC(=S)NCCc1ccccc1	-4	-4	0	1	4	1	2.1	-16	-0.1
CCOC(=O)c1cc(C)sc1NC(=S)Nc1ccccc1	8	6	12	0	-6	0	1.3	8	-0.1

Complete entries, quoted from the list.
Record of Cc1ccc(N2CC(C(=O)Nc3cc(C)on3)CC2=O)cc1 (centres undefined) = PREPL inhibitor = 4; core dimer inh = 0; EBNA-1 inhibitor = 7; PP1 counter = -3; TPT1 inhibitor = -3; CTSL1 counter = 6; PP5 primary = 0.2; ZTA counter = -2; Efflux pump mplx = -0.2
Record of CCOC(=O)c1cc(C)sc1NC(=S)Nc1ccccc1 = PREPL inhibitor = 8; core dimer inh = 6; EBNA-1 inhibitor = 12; PP1 counter = 0; TPT1 inhibitor = -6; CTSL1 counter = 0; PP5 primary = 1.3; ZTA counter = 8; Efflux pump mplx = -0.1

(more compounds)
SMILES	PREPL inhibitor	core dimer inh	EBNA-1 inhibitor	PP1 counter	TPT1 inhibitor	CTSL1 counter	PP5 primary	ZTA counter	Efflux pump mplx
COCCn1c(C)cc(C(=O)CSc2nc3ccccc3c(=O)[nH]2)c1C	1	7	4	0	-1	-4	2.1	-4	-0.1
CCn1cc(S(=O)(=O)Nc2cc(C)ccc2F)cn1	2	-27	-1	-1	-1	4	-5.1	7	-0.2
CCN(CC)CCN1C(=O)C2C(C(=O)Nc3cccc(C)c3)C3C=CC2(O3)C1C(=O)NC1CCCC(C)C1C (centres undefined)	10	-1	13	-4	-1	-1	-2.2	14	0.3
CCC(=O)O/N=C(\N)c1ccc(Oc2cc(C)c(Cl)c(C)c2)c([N+](=O)[O-])c1	-20	3	-7	-6	0	-3	1.9	3	0.0
CCC(=O)N(Cc1cc2cc(OC)ccc2[nH]c1=O)c1ccc(C)cc1	3	6	8	-1	0	1	-1.7	11	-0.1
COc1ccc(-n2c(=O)c3ccccc3n(CC(=O)Nc3cccc(OC)c3)c2=O)cc1	-5	2	0	-4	-1	0	0.7	2	0.0
O=c1c2sccc2nc(SCc2cc(=O)n3ccccc3n2)n1Cc1ccccn1	-1	4	4	-1	2	1	-1.6	24	0.0
O=C(Nc1ccccc1O)c1ccc(Cl)cc1	-4	0	8	0	0	-2	-0.9	8	0.1
O=C(O)CC/C(=N\NC(=O)c1ccccc1Br)c1ccccc1	-20	1	3	-3	1	-2	-2.0	3	18*
Clc1ccccc1OCc1nc(-c2ccccn2)no1	5	0	1	1	-7	-2	1.3	0	-0.1
